Growth percent in the NCI-60 one-dose screen (48 h, 10 µM unless noted): 100 = growth as untreated, 0 = no growth, -100 = all killed.
COLO 205 = COLO 205 colon cancer | 79,000 tested, 7.3% active
KM12 = KM12 colon cancer cells; 82,000 tested, 5% active; AID 1794800
NCI-H23 = NCI-H23 lung cancer. 80,000 tested, 4% active. AID 1794731
IGROV1 = IGROV1 ovarian cancer. 79,000 tested, 4.7% active. AID 1794786
NCI-H522 = NCI-H522 lung cancer; 78,000 tested, 8% active
NCI-H460 = NCI-H460 lung cancer | 82,000 tested, 6.8% active | AID 1794736
NCI-H226 = NCI-H226 lung cancer | 79,000 tested, 3.5% active | AID 1794732
NCI/ADR-RES = NCI/ADR-RES ovarian cells; 81,000 tested, 4.4% active
NCI-H322M = NCI-H322M lung cancer; 80,000 tested, 2.7% active; AID 1794733
* = called active by the depositor; [ ] = another dose, or the depositor's remark. How the source made its calls: active means growth percent below 10; inactive means the rest.

How did Cc1cccc(-n2c(C)nc3c(c(C)nn3-c3ccccc3)c2=O)c1 do in these assays?
COLO 205: 124; KM12: 100; NCI-H23: 86; IGROV1: 88; NCI-H522: 77; NCI-H460: 99; NCI-H226: 83; NCI/ADR-RES: 96; NCI-H322M: 103

What do the screens show for `Cc1ccc(S(=O)(=O)N(C)C(CCCOc2ccccc2)CCCOc2ccccc2)cc1`?
COLO 205: 100; KM12: 99; NCI-H23: 84; IGROV1: 90; NCI-H522: 78; NCI-H460: 96; NCI-H226: 73; NCI/ADR-RES: 89

How did Nc1ccc(C(=O)Nc2cncnc2Oc2cccc(C(F)(F)F)c2)cc1 do in these assays?
COLO 205: 109; KM12: 109; NCI-H23: 99; IGROV1: 93; NCI-H522: 93; NCI-H460: 103; NCI-H226: 99; NCI/ADR-RES: 105; NCI-H322M: 107

Results for COc1ccc(O)c(C(=O)CC(=O)c2ccncc2)c1 ?
COLO 205: 118; KM12: 113; NCI-H23: 100; IGROV1: 111; NCI-H522: 107; NCI-H460: 108; NCI-H226: 101; NCI/ADR-RES: 103; NCI-H322M: 117

What do the screens show for `O=C(CCC(=O)c1nc2ncccc2[nH]1)NN1C(=O)CSC1c1ccccc1Br` (stereo not drawn)?
COLO 205: 132; KM12: 99; NCI-H23: 95; IGROV1: 89; NCI-H522: 88; NCI-H460: 105; NCI-H226: 98; NCI/ADR-RES: 102; NCI-H322M: 105

How did COc1ccc(CCC(=O)N2CC(C)OC(C)C2)cc1OC1CCCC1 (stereo not drawn) do in these assays?
KM12: 107; NCI-H23: 97; IGROV1: 111; NCI-H522: 91; NCI-H460: 108; NCI/ADR-RES: 105; NCI-H322M: 108

How did O=C(O)c1nc(-c2cccc(Br)c2)nc2c(F)cccc12 do in these assays?
COLO 205: 113; KM12: 101; NCI-H23: 96; IGROV1: 99; NCI-H522: 92; NCI-H460: 103; NCI-H226: 95; NCI/ADR-RES: 103; NCI-H322M: 102

Results for CCN(CC)C(=S)Sc1nc2ccccc2s1 ?
COLO 205: 22; KM12: 101; NCI-H23: 92; IGROV1: 103; NCI-H522: 94; NCI-H460: 102; NCI-H226: 100; NCI/ADR-RES: 98; NCI-H322M: 97

What do the screens show for `Cc1sc2nc(/C(C#N)=C(\O)c3ccc(F)cc3)[nH]c(=O)c2c1C`?
COLO 205: 102; KM12: 122; NCI-H23: 101; IGROV1: 113; NCI-H522: 101; NCI-H460: 109; NCI-H226: 97; NCI/ADR-RES: 106; NCI-H322M: 110

What do the screens show for `CC1CNC(=O)N1` (stereo not drawn)?
COLO 205: 114; KM12: 105; NCI-H23: 100; IGROV1: 117; NCI-H522: 96; NCI-H460: 113; NCI-H226: 121; NCI/ADR-RES: 99; NCI-H322M: 118

Results for COc1cc(C)ccc1C(=O)c1ccc(C)cc1OC ?
COLO 205: -25*; KM12: 22; NCI-H23: 49; IGROV1: 37; NCI-H522: -6.7*; NCI-H460: 5.9*; NCI-H226: 63; NCI/ADR-RES: -2.7*; NCI-H322M: 44

Results for Cc1ccc2nc(C)c(C(=O)NCc3ccc(OCc4cn(Cc5ccccc5)nn4)cc3)n2c1 ?
COLO 205: 111; KM12: 97; NCI-H23: 95; IGROV1: 95; NCI-H522: 82; NCI-H460: 109; NCI-H226: 93; NCI/ADR-RES: 94; NCI-H322M: 102

What do the screens show for `COc1cc2c(cc1OCCCN1Cc3ccc(OCCCCC(=O)N4CCC(CCN5CCCC5)CC4)cc3C1)N=C(N)C21CCCC1`?
COLO 205: 42; KM12: 79; NCI-H23: 85; IGROV1: 83; NCI-H522: 51; NCI-H460: 102; NCI-H226: 106; NCI/ADR-RES: 107; NCI-H322M: 107

How did Cc1cccc(NC(=S)Nc2nnc3c4c5c(sc4ncn23)CCCC5)c1 do in these assays?
COLO 205: 99; KM12: 90; NCI-H23: 95; IGROV1: 89; NCI-H522: 89; NCI-H460: 95; NCI-H226: 90; NCI/ADR-RES: 105; NCI-H322M: 96

What do the screens show for `C#C[C@]1(O)CC[C@H]2[C@@H]3CC=C4c5sc(Nc6cc(Cl)ccn6)nc5CC[C@]4(C)[C@H]3CC[C@@]21C`?
COLO 205: 21; KM12: -0.6*; NCI-H23: 35; IGROV1: 40; NCI-H522: 30; NCI-H460: 14; NCI-H226: 23; NCI/ADR-RES: 35; NCI-H322M: 59

Results for CC(=O)Nc1ccc2ncc(C(N)=O)c(Nc3ccc(Cl)cc3)c2c1 ?
COLO 205: 84; KM12: 91; NCI-H23: 88; IGROV1: 76; NCI-H522: 51; NCI-H460: 92; NCI-H226: 91; NCI/ADR-RES: 94; NCI-H322M: 81

How did COc1ccc(-n2nnc3c4nc(-c5cc(OC)c(OC)c(OC)c5)oc(=O)c4c(C)nc32)cc1 do in these assays?
COLO 205: 113; KM12: 110; NCI-H23: 106; IGROV1: 115; NCI-H522: 98; NCI-H460: 113; NCI-H226: 106; NCI/ADR-RES: 112; NCI-H322M: 121

What do the screens show for `COc1cc2c(cc1OCCCCN1CCN(C(=S)SCCC(C#N)(c3ccccc3)c3ccccc3)CC1)N=C[C@@H]1CCCN1C2=O`?
COLO 205: -8.0*; KM12: -61*; NCI-H23: -34*; IGROV1: -77*; NCI-H522: -54*; NCI-H460: -74*; NCI-H226: -44*; NCI/ADR-RES: 14; NCI-H322M: -81*

How did CCOC(=O)C(CC)(C(=O)OCC)C(C)CC (stereo not drawn) do in these assays?
COLO 205: 100; KM12: 106; NCI-H23: 96; IGROV1: 118; NCI-H522: 89; NCI-H460: 104; NCI/ADR-RES: 106; NCI-H322M: 106

How did CCCCN(CCCC)C(=O)C=C(C)C do in these assays?
COLO 205: 106; KM12: 119; NCI-H23: 102; IGROV1: 112; NCI-H522: 104; NCI-H460: 113; NCI-H226: 102; NCI/ADR-RES: 105; NCI-H322M: 109

Quoted from the listing, 5 compounds:
Results for CC(=O)Nc1ccc2ncc(C(N)=O)c(Nc3ccc(Cl)cc3)c2c1 ?
COLO 205: 84; KM12: 91; NCI-H23: 88; IGROV1: 76; NCI-H522: 51; NCI-H460: 92; NCI-H226: 91; NCI/ADR-RES: 94; NCI-H322M: 81

How did COc1ccc(-n2nnc3c4nc(-c5cc(OC)c(OC)c(OC)c5)oc(=O)c4c(C)nc32)cc1 do in these assays?
COLO 205: 113; KM12: 110; NCI-H23: 106; IGROV1: 115; NCI-H522: 98; NCI-H460: 113; NCI-H226: 106; NCI/ADR-RES: 112; NCI-H322M: 121

What do the screens show for `COc1cc2c(cc1OCCCCN1CCN(C(=S)SCCC(C#N)(c3ccccc3)c3ccccc3)CC1)N=C[C@@H]1CCCN1C2=O`?
COLO 205: -8.0*; KM12: -61*; NCI-H23: -34*; IGROV1: -77*; NCI-H522: -54*; NCI-H460: -74*; NCI-H226: -44*; NCI/ADR-RES: 14; NCI-H322M: -81*

How did CCOC(=O)C(CC)(C(=O)OCC)C(C)CC (stereo not drawn) do in these assays?
COLO 205: 100; KM12: 106; NCI-H23: 96; IGROV1: 118; NCI-H522: 89; NCI-H460: 104; NCI/ADR-RES: 106; NCI-H322M: 106

How did CCCCN(CCCC)C(=O)C=C(C)C do in these assays?
COLO 205: 106; KM12: 119; NCI-H23: 102; IGROV1: 112; NCI-H522: 104; NCI-H460: 113; NCI-H226: 102; NCI/ADR-RES: 105; NCI-H322M: 109

Further entries
How did COc1cc2c(cc1N)-c1ccc(N)cc1C2 do in these assays?
COLO 205: 104; KM12: 109; NCI-H23: 84; IGROV1: 115; NCI-H522: 103; NCI-H460: 97; NCI-H226: 90; NCI/ADR-RES: 96

What do the screens show for `O=C(c1ccco1)N1CCN(C(=O)c2ccco2)CC1`?
COLO 205: 109; KM12: 100; NCI-H23: 104; IGROV1: 109; NCI-H460: 102; NCI-H226: 92; NCI/ADR-RES: 106; NCI-H322M: 110

How did COc1cccc2c1C(=O)c1c(O)c3c(c(O)c1C2=O)CC(O)(/C(C)=N/NC(=O)CCCCC(=O)N/N=C(\C)C1(O)Cc2c(O)c4c(c(O)c2C(OC2CC(N)C(O)C(C)O2)C1)C(=O)c1c(OC)cccc1C4=O)CC3OC1CC(N)C(O)C(C)O1 (stereo not drawn) do in these assays?
COLO 205: -92*[5 µM]; KM12: -22*[5 µM]; NCI-H23: -32*[5 µM]; NCI-H522: -58*[5 µM]; NCI-H460: -10*[5 µM]; NCI-H226: -56*[5 µM]; NCI/ADR-RES: 76[5 µM]; NCI-H322M: -10*[5 µM]

Results for Cc1ccc(-c2nc(C#N)c(S(=O)(=O)n3nc(-c4ccccc4)cc3N)o2)cc1 ?
COLO 205: -44*; KM12: 107; NCI-H23: 97; IGROV1: 101; NCI-H522: -12*; NCI-H460: 109; NCI-H226: 78; NCI/ADR-RES: 95; NCI-H322M: 97

How did COc1ccc(/C=C2\COc3ccc(O)cc3C2=O)c(OC)c1 do in these assays?
COLO 205: 108; KM12: 25; NCI-H23: 83; IGROV1: 67; NCI-H522: 39; NCI-H460: 41; NCI-H226: 104; NCI/ADR-RES: 33; NCI-H322M: 87

How did COc1ccc(/C=N/C2=C(C#N)C(c3ccco3)c3ccc4ccccc4c3O2)cc1 (stereo not drawn) do in these assays?
COLO 205: 108; KM12: 106; NCI-H23: 96; IGROV1: 78; NCI-H522: 91; NCI-H460: 102; NCI-H226: 76; NCI/ADR-RES: 104; NCI-H322M: 102

Results for Cc1cc(=O)oc2cc(OCCCCOc3ccc(/C=C/C(=O)Nc4cccc(Cl)c4)cc3)ccc12 ?
COLO 205: 62; KM12: 73; NCI-H23: 57; IGROV1: 103; NCI-H522: 60; NCI-H460: 54; NCI-H226: 36; NCI/ADR-RES: 46; NCI-H322M: 87

What do the screens show for `CN1C(=O)CNC(=O)[C@H](NC(=O)c2nc3ccccc3cc2O)CSSC[C@H]1C(=O)NCCc1nc2ccccc2cc1O`?
COLO 205: 1.3*; KM12: 30; NCI-H23: 64; NCI-H522: 43; NCI-H460: 8.1*; NCI-H226: 84; NCI/ADR-RES: 105; NCI-H322M: 63

Results for CCOC(=O)c1c2c(cn1Cc1ccc(OC)c(OC)c1)-c1oncc1CC2 ?
COLO 205: 125; KM12: 107; NCI-H23: 109; IGROV1: 103; NCI-H522: 91; NCI-H460: 112; NCI-H226: 73; NCI/ADR-RES: 100; NCI-H322M: 104

What do the screens show for `COc1ccc(Nc2nnc3n(Cc4ccccc4)c(=O)c4c5c(sc4n23)CCCC5)cc1`?
COLO 205: 90; KM12: 94; NCI-H23: 97; IGROV1: 108; NCI-H522: 88; NCI-H460: 99; NCI-H226: 98; NCI/ADR-RES: 105

What do the screens show for `C1CCN(c2nc(N3CCCCC3)nc(N3CCOCC3)n2)CC1`?
COLO 205: 107; KM12: 106; NCI-H23: 96; IGROV1: 104; NCI-H522: 78; NCI-H460: 109; NCI/ADR-RES: 103; NCI-H322M: 105

What do the screens show for `COC(=O)c1ccc(Cl)c(NN)c1`?
COLO 205: 117; KM12: 94; NCI-H23: 102; IGROV1: 105; NCI-H522: 95; NCI-H460: 114; NCI-H226: 104; NCI/ADR-RES: 99; NCI-H322M: 98

What do the screens show for `Cn1c(=O)c2c(ncn2CCC(=O)Nc2ccc(S(=O)(=O)Nc3ncccn3)cc2)n(C)c1=O`?
COLO 205: 104; KM12: 94; NCI-H23: 108; IGROV1: 101; NCI-H522: 82; NCI-H460: 108; NCI-H226: 97; NCI/ADR-RES: 102; NCI-H322M: 97

Results for Cc1cccc(Cc2nc3ccccc3[nH]2)c1 ?
COLO 205: 104; KM12: 113; NCI-H23: 114; IGROV1: 88; NCI-H460: 103; NCI-H226: 100; NCI/ADR-RES: 107; NCI-H322M: 115

What do the screens show for `CC(=O)c1ccc(NC(=O)CSc2nnc(-c3ccc(-c4nc5ccc(Cl)cc5[nH]4)cc3)o2)cc1`?
COLO 205: 109; KM12: 101; IGROV1: 102; NCI-H522: 88; NCI-H460: 100; NCI-H226: 92; NCI/ADR-RES: 112; NCI-H322M: 112

What do the screens show for `CCCCCCCCCCCCCCCCS(=O)(=O)Nc1cc(C(=O)NN)cc(C(=O)NN)c1`?
COLO 205: 83; KM12: 73; NCI-H23: 99; IGROV1: 66; NCI-H522: 78; NCI-H460: 96; NCI-H226: 73; NCI/ADR-RES: 102; NCI-H322M: 57

What do the screens show for `CC(C)=N/N=C1/NC(=O)C(c2ccc(Cl)cc2)S1` (stereo not drawn)?
COLO 205: 115; KM12: 105; NCI-H23: 118; IGROV1: 123; NCI-H522: 109; NCI-H460: 102; NCI-H226: 112; NCI/ADR-RES: 110; NCI-H322M: 112

How did Nc1nnc(-c2ccccc2O)cc1N1CCN(C(=O)CCOCCOc2cccc3c2C(=O)N(C2CCC(=O)NC2=O)C3=O)CC1 (stereo not drawn) do in these assays?
COLO 205: 114[1 µM]; KM12: 104[1 µM]; NCI-H23: 97[1 µM]; IGROV1: 100[1 µM]; NCI-H522: 94[1 µM]; NCI-H460: 104[1 µM]; NCI-H226: 102[1 µM]; NCI/ADR-RES: 102[1 µM]; NCI-H322M: 97[1 µM]

Results for C=CCn1c(C)nc2ccc(Nc3nc(Nc4ccc5nc(C)n(CC=C)c5c4)c4ccccc4n3)cc21 ?
COLO 205: -92*; KM12: -85*; NCI-H23: 33; IGROV1: -48*; NCI-H522: -91*; NCI-H460: -70*; NCI-H226: 67; NCI/ADR-RES: 53; NCI-H322M: -13*

Results for C#CCOc1cc(N(CC)CC)ccc1C(C(=O)NC(C)(C)C)N(C(=O)C1CCc2cc(F)ccc2O1)c1ccc(Cl)cc1 (stereo not drawn) ?
COLO 205: 50; KM12: 55; IGROV1: 83; NCI-H522: 71; NCI-H460: 61; NCI-H226: 82; NCI/ADR-RES: 87; NCI-H322M: 86

What do the screens show for `O=C(O)c1c(F)c(F)c(F)c(F)c1Cl`?
COLO 205: 101; KM12: 95; NCI-H23: 104; IGROV1: 102; NCI-H522: 100; NCI-H460: 104; NCI-H226: 100; NCI/ADR-RES: 103; NCI-H322M: 102

High-throughput results from PubChem BioAssay.
